# Screening results deposited in PubChem by several laboratories.
# CCHFV vOTU inh: CCHFV vOTU protease inhibition. Pep-AMC fluorescence. AID 651958. hit rate 0.55% among 370,000. inhibition, % at 11.5 µM; in the data active = inhibition above about 30%; also: 0% = vehicle wells with enzyme and 100% = no enzyme wells
# 3CLpro inhibitor: SARS-CoV 3CLpro protease inhibition; recombinant SARS-CoV 3CLpro, quenched FRET peptide cleavage; inhibition, % at 6 µM; hit rate 0.14% among 290,000; AID 1706; in the data active = inhibition above about 12%
# Rv3671c protease: inhibitors of M. tuberculosis serine protease Rv3671c; P9WHR9; inhibition, % at 5.96 µM; hit rate 0.048% among 320,000; in the data active = inhibition above about 38%;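 also: extracellular domain of Rv3671c used as enzyme; 0% = enzyme with DMSO and 100% = no enzyme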
# PriA SSB inh: blocks PriA binding to SSB C-terminal tail. AlphaScreen SSBct-PriA binding, biotinylated peptide. AID 1272365. hit rate 0.6% among 430,000. inhibition, % at 33 µM; in the data active = inhibition mostly above about 37%, no sharp cut-off; inactive = mostly below about 20%;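 also: plate controls were negative control peptide for no effect and reference peptide for full effect; strong numbers were not always called active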
# TcdB inh: inhibitors of Clostridioides difficile toxin B glycohydrolase | TcdB glycohydrolase enzymatic assay, plate reader | hit rate 0.24% among 350,000 | inhibition, % at 9.99 µM; in the data active = inhibition above about 10%
# PrPC TRFRET: reduces human prion protein on the cell surface | P04156 | cell surface PrPC, TR-FRET read-out | inhibition, % at 13.8 µM | hit rate 0.43% among 370,000; in the data active = inhibition above about 24%; also: 0% = median of the test wells and 100% = reference compound wells
# Y pestis TopoI: blocks Yersinia pestis topoisomerase I activity | Y. pestis Topo-I cleavage product accumulation, plate reader | activity, % at 10 µM | hit rate 0.064% among 360,000 | AID 504884; in the data active = activity above about 50%, passing the limit was not always enough; also: inactives centre near 2
# Vc quorum ag: induces V. cholerae light production without autoinducers; V. cholerae BH1578 lux reporter, luminescence, 6 h; activation, % at 18.7 µM; hit rate 0.16% among 350,000; AID 588436; in the data active = activation mostly above about 9.7%, no sharp cut-off; also: not every result past the cut was called active; inactives centre near 0; reference of the scale not given here
# DUSP3 inh: blocks human VHR1 dual specificity phosphatase. recombinant VHR phosphatase, pNPP absorbance. AID 1654. hit rate 0.52% among 290,000. P51452. inhibition, % at 13.3 µM; in the data active = inhibition above about 50%; also: some compounds called inactive have numbers as strong as hits
# MazEF act: MazEF (E. coli) toxin RNase activation. P0AE70. FAM/BHQ RNA-DNA oligo cleavage fluorescence, 5 h. activation, % at 20 µM. hit rate 0.32% among 350,000. AID 504720; in the data active = activation above about 50%
# * marks the source's active call; other numbers are inactive results; i = inactive; . = not tested or not shown; & = joins results of further samples. Some of the compounds tested; count on the stated rates, not on these rows.
canonical_smiles	CCHFV vOTU inh	3CLpro inhibitor	Rv3671c protease	PriA SSB inh	TcdB inh	PrPC TRFRET	Y pestis TopoI	Vc quorum ag	DUSP3 inh	MazEF act
CC1CCN(CC(=O)c2ccccc2Cl)CC1	1	-1	-8	4	.	-6	6	-3.1	24	4
Cc1ccccc1S(=O)(=O)/N=C(/c1ccccc1)N1CCOCC1	1	3	3	.	-0.6	-2	-6	-0.1	15	2
COC(=O)c1ccccc1NC(=S)N(Cc1ccc2c(c1)OCO2)Cc1cc2ccc(C)cc2[nH]c1=O	15	4	-61	-1	.	5	-7	-0.3	-2	-12
O=C(OCCCCN1C(=O)c2ccccc2C1=O)c1ccc(Br)o1	5	4	0	-24	.	-3	6	0.4	4	-4
CCN(CCNc1ccc(Cl)cc1[N+](=O)[O-])C(=O)c1cc([N+](=O)[O-])c(N(C)C)cc1OC	-4	-5	-1	25	.	-15	25	-0.3	3	-4
O=C(Nc1ccccc1)c1nc[nH]c1C(=O)NCCCNC(=O)c1[nH]cnc1C(=O)Nc1ccccc1	-5	.	30	-9	0.1	-1	2	i	.	-17
COC(=O)c1cc2occc2n1CC(=O)Nc1ccc(OC)c(OC)c1	2	0	0	-10	-0.3	1	-1	i	13	-2
COc1ccccc1C1CC(c2c(-c3ccccc3)c3cc(Cl)ccc3[nH]c2=O)=NN1S(C)(=O)=O (stereo not given)	6	1	-40	-3	.	0	-3	10	19	9
CCOC(=O)c1ccc(N(C(=O)c2ccco2)C(C(=O)NC2CCCCC2)c2ccncc2)cc1 (stereo not given)	-2	1	-2	3	-1.9	-2	4	-0.1	26	-15
Nc1cccc(C#Cc2ccc3c(=O)c4ccccc4oc3c2)c1	6	.	-6	2	1.0	10	-3	1.0	.	5
O=C(NCCC1=CCCCC1)C(=O)NCC1OCCCN1S(=O)(=O)c1cc(F)ccc1F (stereo not given)	6	1	-6	-4	0.5	0	10	-0.8	17	-1
O=C(Nc1ccc(Cl)cc1)C1CC2CCCC(C1)C2=O (stereo not given)	15	-4	0	-19	.	0	10	i	-8	8
COc1ccc(/C=C/C(=O)NC2CCCCC2C)cc1 (stereo not given)	9	-3	-3	3	0.6	-8	0	-0.4	6	0
Cc1ccc(C(=O)OCC(=O)NC2CCCC2)cc1	9	-4	8	11	1.0	0	2	.	-15	6
CN1CCCc2cc(C#N)c(=O)[nH]c21	-314	-5	3	-14	.	-2	-6	-0.4	2	4
O=C(NC(C(=O)c1ccccc1)c1ccccc1)c1ccccc1 (stereo not given)	6	.	.	-8	1.3	6	14	-0.8	.	3
COc1cc(/C=C/C(=O)OC(C)C(=O)Nc2ccc(Cl)cn2)ccc1OC(F)F (stereo not given)	-1	.	-11	-5	0.2	2	-2	2.9	.	3
COc1ccc(N(CC(=O)NCc2ccc(C)cc2)S(=O)(=O)c2c(C)nn(C)c2C)cc1	-18	-1	-4	-7	0.2	-4	34	-0.2	-6	-5
O=C1CC(c2ccccc2)Cc2nc(N3CCc4ccccc43)ncc21 (stereo not given)	5	3	-2	-14	.	2	5	6.2	.	-21
CCN(CC)C(=O)/C(=C\c1ccncc1)NC(=O)c1ccccc1	11	7	3	-3	-1.3	-1	0	i	15	5
CCN(CC(=O)NCc1cccs1)S(=O)(=O)c1ccc(NC(C)=O)cc1	-11	-2	0	-18	0.3	7	-4	i	-4	-3
CCNC(=O)C1CCCN(C(=O)c2cc(F)ccc2C)CC1 (stereo not given)	10	.	.	.	1.5	0	-3	-0.5	.	.
N/C(COc1cccc(C(F)(F)F)c1)=N\NC(=O)c1cccnc1Oc1ccccc1	15	2	8	.	.	-5	-4	0.6	13	3
O=C(NC(=S)NNC(=O)c1ccco1)c1ccc(F)cc1	5	2	1	1	2.2	-12	0	i	1	0
Cc1ccc(CNS(=O)(=O)c2c(C)[nH]c(C)c2C(=O)N2CCCCC2)cc1	21	0	-1	5	-1.7	-4	-4	-0.4	-15	11
O=C(Nc1cccc(F)c1)C1CCN(c2nnnn2-c2ccccc2)CC1	-1	-2	6	-4	.	3	13	i	15	2
CC(C1CC1)N(Cc1ccccc1)C(=O)NC(=O)c1cccc(F)c1 (stereo not given)	-8	2	-3	2	1.4	8	-4	-0.2	17	-7
CCOC(=O)CSc1nc(C)c(CC)c(C)c1C(N)=O	-13	1	-3	-20	0.2	-5	-12	i	36	6
COc1ccc(NC(=O)c2cc(-c3cc(Cl)ccc3OC)n[nH]2)c(OC)c1	20	.	.	.	-7.6	28*	-4	0.4	.	.
Cc1oc(-c2cccc(Cl)c2)nc1CN1CCC(C(=O)NCCCN2CCCC2=O)CC1	14	-4	5	-1	0.3	-5	16	2.2	23	13

# 4 compounds out of the list, sorted by SMILES length, lowest first.
canonical_smiles	CCHFV vOTU inh	3CLpro inhibitor	Rv3671c protease	PriA SSB inh	TcdB inh	PrPC TRFRET	Y pestis TopoI	Vc quorum ag	DUSP3 inh	MazEF act
CC1CCN(CC(=O)c2ccccc2Cl)CC1	1	-1	-8	4	.	-6	6	-3.1	24	4
CCN(CC)C(=O)/C(=C\c1ccncc1)NC(=O)c1ccccc1	11	7	3	-3	-1.3	-1	0	i	15	5
COc1cc(/C=C/C(=O)OC(C)C(=O)Nc2ccc(Cl)cn2)ccc1OC(F)F (stereo not given)	-1	.	-11	-5	0.2	2	-2	2.9	.	3
CCOC(=O)c1ccc(N(C(=O)c2ccco2)C(C(=O)NC2CCCCC2)c2ccncc2)cc1 (stereo not given)	-2	1	-2	3	-1.9	-2	4	-0.1	26	-15

# The list continues.
canonical_smiles	CCHFV vOTU inh	3CLpro inhibitor	Rv3671c protease	PriA SSB inh	TcdB inh	PrPC TRFRET	Y pestis TopoI	Vc quorum ag	DUSP3 inh	MazEF act
COc1ccc2c(c1)c1ncn(Cc3ccc(F)cc3)c(=O)c1n2C	-23	3	2	2	-5.5	13	-1	-0.4	31	-8
COC(=O)c1ccccc1NC(=O)CCC(=O)N1CC(C)Oc2ccc(C)cc21 (stereo not given)	5	2	-3	-17	4.4	0	30	-1.6	2	0
Cn1c(O)c(C2=c3ccccc3=NC2=O)[nH]c1=S	-1	3	4	-3	.	1	-13	-0.3	-1	11
Clc1cccc(/C=N/Nc2nnc(Cl)c3ccccc23)c1	6	4	0	.	1.2	-5	-11	-2.0	30	-24
COC(C(=O)Nc1ccnn1C1CCN(Cc2cnn(C(C)C)c2)CC1)c1ccccc1 (stereo not given)	6	-2	-1	4	-0.6	-2	-2	i	2	-1
CCOc1ccc(N2CC(C(=O)Nc3ccc(S(=O)(=O)N4CCCC4)cc3)CC2=O)cc1 (stereo not given)	14	1	-9	-8	0.8	-1	28	i	55*	9
C/C(=N\NC(N)=S)C1(C)CCCCC1	-14	-1	-16	.	-0.4	-2	9	-3.8	-11	-1
CCCS(=O)(=O)N1CCC(C(=O)N2CCc3ccccc3C2)CC1	-11	0	4	-3	.	-5	0	-0.8	13	5
COc1ccc(NS(=O)(=O)c2ccc(S(=O)(=O)N3CCCC3)cc2)cc1Cl	9	4	-7	1	0.0	12	6	0.3	8	-8
CCOc1cc(C(=O)O)ccc1OCCOc1ccccc1	8	3	1	3	-0.1	-5	-5	-0.3	30	-4
CS(=O)(=O)Nc1ccc(C2=NN(S(C)(=O)=O)C(c3ccc4nccnc4c3)C2)cc1 (stereo not given)	0	-4	-9	-2	0.2	-16	-4	-2.4	22	6
CC(=O)N1CCc2cc(S(=O)(=O)NCCC(=O)N3CCN(c4ccccn4)CC3)ccc21	-3	2	-1	5	.	4	10	-0.3	7	0
CCOC(=O)COc1ccc2c(c1)C(=O)CC1(CCN(C(C)=O)CC1)O2	-162	1	-3	14	-0.4	-1	6	-0.2	18	3
CC(C)c1csc(CN2CCC(N3CCC(C(=O)NCC4CCCO4)CC3)CC2)n1 (stereo not given)	-12	-2	4	-5	1.7	-5	2	0.4	6	0
COc1ccc(/C=N/n2c(C)nnc2C)c(OC)c1	2	-3	-1	.	.	4	-2	i	3	1
O=C(Cc1ccccc1Cl)N1CCN(c2ncccn2)CC1	-5	7	5	0	0.5	1	1	-0.2	43	5
CCOC(=O)N1CCC(NC(=O)C2CCN(C(=O)c3cc4oc(C)cc4n3Cc3c(F)cccc3Cl)CC2)CC1	-5	1	10	8	1.0	-3	17	i	-18	4
Cc1ccc(C(=O)NC(C)C2CC3CCC2C3)cc1 (stereo not given)	-4	.	-3	-19	1.2	7	4	0.8	.	9
COC(=O)c1ccc(C(C(=O)NC2CCCCC2)N(CCc2ccccc2)C(=O)Cc2cccs2)cc1 (stereo not given)	-1	5	-1	-5	.	1	5	-0.1	10	0
C=CCn1c(SCC(=O)Nc2cccc(C)c2)nnc1-c1cnccn1	19	5	-3	-19	.	10	9	-5.9	12	2
COc1ccccc1CNC(=O)/C=C/c1ccc(S(=O)(=O)N2CCOCC2)cc1	-8	1	-8	-1	3.8	2	3	-0.1	18	5
S=c1[nH]nc(NCCCN2CCOCC2)s1	10	-2	7	3	7.4	-3	6	i	17	-1
CC1CCCCN1C(=O)CCS(=O)(=O)Cc1ccccc1 (stereo not given)	8	-5	2	6	1.5	-3	3	i	22	13
CCN1CCN(Cc2ccc(NC(=O)c3ccc(C)c(NC(=O)c4c[nH]c5cc(C(F)(F)F)ccc5c4=O)c3)cc2C(F)(F)F)CC1	9&12	.	-83	-10	-1.1&1.7	-8&-10	-11&-13	0.2	11	-89&-96
CN(C)/C=C/c1onc(-c2c(Cl)cccc2Cl)c1C#N	3	0	-21	0	.	3	2	-1.4	-1	17
C/C(CC(=O)Nc1cc(Cl)ccc1C)=N\NC(=O)C(=O)N1CCCC1	19	3	-16	.	1.2	9	-1	-0.3	-18	4
COC(=O)c1cccc(NC(=O)Nc2ccc(Cl)cc2)c1	19	1	2	-2	-1.0	12	5	i	-15	8
O=C(Cn1ccccc1=O)c1ccc(Cl)cc1	-10	5	-6	3&5	0.2	0	3	-1.9	38	9
CS(=O)(=O)NCCCCCCNS(C)(=O)=O	8	3	2	0	1.0	4	-2	i	18	-5
ClC1(Cl)CC1CSc1nnc(-c2ccncc2)o1 (stereo not given)	5	-1	1	1	-0.1	15	1	i	-47	-29
O=C(OCC1OC2OC3(CCCCC3)OC2C2OC3(CCCCC3)OC12)c1ccccc1 (stereo not given)	-8	2	-6	-18	0.8	6	-3	0.1&-4.2	-2	-3
COCCN(C(=S)Nc1ccc(OC)cc1)C1CCN(C(C)=O)CC1	11	-1	-1	-7	0.2	-3	-1	-2.2	1	6
C[C@H](NC(=O)CCC1CCC(=O)N1)c1ccccc1 (stereo not given in full)	-10	.	2	-5	0.3	1	-5	i	.	-11
COc1ccc(S(=O)(=O)N2CCCCCC2)cc1C(=O)Nc1ccc(C)cn1	-4	.	3	-6	0.0	7	0	i	.	5
CCOc1ccc(C(=S)N2CCCC2)c(OCC)c1	-6	-5	5	-3	2.3	11	10	i	64	6
CCCn1c(=O)c(C(=O)NC(C)c2ccccc2)c(O)c2ccccc21 (stereo not given)	-6	-1	0	1	0.1	-6	-1	-0.4	25	1
O=C(c1ccccc1)c1ccccc1C(=O)N1CCCC1	-6	0	6	-11	.	-5	1	-0.5	-10	-2
Cc1cc(C)cc(N(CCC#N)C(=O)COC(=O)CNC(=O)c2sc3ccccc3c2Cl)c1	11	.	3	-4	-0.3	4	-8	i	.	-4
O=C(COC(=O)CNC(=O)c1ccccc1)Nc1nc(-c2ccccc2)cs1	10	6	-7	-4	0.0	7	-1	-0.8	-5	-6
Cc1c(O)c2cccnc2[nH]c1=O	-8	7	-5	1	0.6	-7	1	-0.4	0	6
COc1ccc2sc3ccccc3c(=O)c2c1	-15	2	-7	-20	.	9	4	-0.4	12	-5
O=C(CSc1n[nH]c(-c2cccnc2)n1)OC1CCCCC1	-13	1	-5	1	0.8	-1	6	-0.2	29	-9
